Assay outcomes as filed in PubChem BioAssay.
KDM5B inhibitor = KDM5B demethylase inhibition | 220,000 compounds, 2.6% hits | Q9UGL1 | KDM5B demethylase, FDH-coupled NADH fluorescence (FDH is formaldehyde dehydrogenase) | Potency, µM (doses to about 57.7 µM), for inactives: at the top dose activity change, negative = inhibition, actives largely listed as inhibitors | AID 1347165; active = well fitted inhibition curve with a large enough effect; inconclusive = small, poorly fitted or top-dose-only effect; inactive = no such curve, though single readings can be large or run the other way; note: 0% is about no effect; nearly all actives have a fitted effect of over 70% in size
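Measured: NADH fluorescence change, 30 min, RT. System: KDM5BΔAP 200 nM final, H3K4me3 peptide, α-KG, Fe(II), ascorbate, NAD⁺ plus FDH, pH 7.5 HEPES. Compounds: titrated, 10 min pre-incubation with enzyme.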
* marks the source's active call; other numbers are inactive results; ? = inconclusive; ! = not confirmed by another sample; [ ] = dose if it differs, or a comment. Potency is the fitted concentration of half-maximal effect. Some of the compounds tested; rates above refer to the full screens.

SMILES | KDM5B inhibitor
Cc1ccc(NC2CCCN(C(=O)Cc3c[nH]c(=O)n(C)c3=O)C2)cc1C (stereo not drawn) | 21.5%
CC(C)(C)OC(=O)N1CCC(c2c(C(=O)NC3CCN(Cc4ccccc4)CC3)cnn2-c2cccc(F)c2)CC1 | -5.9%
O=C(CCn1cnc2onc(-c3ccc(F)cc3)c2c1=O)N1CCN(c2ccc(F)cc2)CC1 | ?
COc1cc(C(=O)NCC2(c3ccccc3)CC2)cc(Cl)c1OCC(N)=O | 6.4%
COc1cccc(CN2CCCCCNC(=O)CC2c2ccccc2)c1 (stereo not drawn) | -20.8%
Cc1ccc2c(CN3CCN(C(=O)c4ccco4)CC3)cc(=O)oc2c1C | -7.2%
COc1ccc(C(C(=O)O)N2CCN(Cc3csc(C)n3)CC2)cc1C (stereo not drawn) | 19.4%
Cc1cnc(CC2CCN(C(=O)c3cccnc3)C2)n1C(C)C (stereo not drawn) | -3.7%
Cc1ccc(CNC(=O)N2CCC3(CC2)C(C(=O)O)CC(=O)N3C)cc1 (stereo not drawn) | -11.0%
CCCCCCCCOc1ccc(C(=O)c2ccccc2O)c(O)c1 | -22.5%
O=C(CC1N=C2c3ccccc3N=C(SCc3ccc(Cl)cc3)N2C1=O)NCCc1ccccc1 (stereo not drawn) | ?
CCc1ccc(NC(=O)NCc2nc(-c3ccc(C)cc3)oc2C)cc1 | 10.1%
O=C(CCc1nc2ccccc2s1)NCc1ccccc1F | 1.0%
COc1cccc(N=C2NN=C(c3ccc4c(c3)CC(C)N4S(C)(=O)=O)CS2)c1 (stereo not drawn) | -16.0%
O=C(CCS(=O)(=O)c1ccccc1)N(Cc1cccnc1)c1nc2ccc(Cl)cc2s1 | -9.1%
CN(C)[S+](=O)([O-])c1ccc2c(c1)OCCN(Cc1cccs1)C2 | -15.4%[86.2 µM]
COc1ccc(Cl)cc1C(=O)N1CCC(c2n[nH]c(=O)n2-c2ccc(C)cc2)CC1 | -2.4%
Cc1ccc(CNC(=O)COCc2cc(-c3ccc4c(c3)OCO4)on2)cc1 | -12.0%
CCc1noc(-c2cn(C3CCN(C(=O)Cc4cccc(Cl)c4)CC3)nn2)n1 | -6.9%
Cc1cc(C)cc(OC(=O)c2cc(-c3ccc4c(c3)OCCO4)on2)c1 | ?
N#C/C(=C\c1ccc(-c2cc(Cl)ccc2Cl)o1)c1nc2ccccc2[nH]1 | 13.2%
NC(=O)[C@H]1C[C@@H](O)[C@H](O)[C@H]2[C@@H]1SC(=Nc1ccccc1)N2CC1CCCCC1 | -15.2%[86.2 µM]
CNC(=O)/C(C#N)=C/c1ccc(-c2nc3ccccc3s2)o1 | 25.0%
CC1=C(C(=O)OCc2ccc(C)cc2)C(c2ccccc2C(F)(F)F)CC(=O)N1 (stereo not drawn) | ?
CCN(CC)CCCNC(=O)c1nn(-c2ccc(OC)cc2)c(=O)c2c1c1ccccc1n2C | -0.7%
Clc1cccc(C2=NC(c3cccs3)=Nc3ccc(Br)cc3N2)c1 | -6.2%
CCC(=O)N1c2ccccc2CC1C(=O)NCCCN1CCN(c2cccc(Cl)c2)CC1 (stereo not drawn) | -21.0%
CCOc1ccc(CNC(=O)C(=O)c2cn(CC(=O)N3CCOCC3)c3ccccc23)cc1OC | 21.0%
CCCCNc1nc2ccccc2nc1NS(=O)(=O)c1ccc(F)cc1 | -1.6%
COc1ccc(Cl)cc1NC(=O)NCCc1noc(C)n1 | 8.6%

3 entries already listed, sorted by their value in KDM5B inhibitor, falling.
SMILES | KDM5B inhibitor
CCc1noc(-c2cn(C3CCN(C(=O)Cc4cccc(Cl)c4)CC3)nn2)n1 | -6.9%
COc1cccc(N=C2NN=C(c3ccc4c(c3)CC(C)N4S(C)(=O)=O)CS2)c1 (stereo not drawn) | -16.0%
COc1cccc(CN2CCCCCNC(=O)CC2c2ccccc2)c1 (stereo not drawn) | -20.8%

Next part.
SMILES | KDM5B inhibitor
COc1cc(O)cc2oc(-c3ccccc3)cc(=O)c12 | -10.1%
CC(C)(C)C(=O)NCCc1noc(C2CC2)n1 | 18.4%
COc1cccc(C(=O)N2CC(Oc3ccccc3-c3nc(C4CC4)no3)C2)c1 | ?
CCOc1ccc(C(=O)N2CCCN(c3cc(-c4ccc(Cl)cc4)[nH]n3)CC2)cc1 | -10.6%
O=C(COc1ccccc1)N1CC[C@H]2CC(=O)N(C3CC3)CC[C@H]2C1 | 22.7%[86.2 µM]
COCCNc1ncccc1-c1noc([C@@H]2CCCN2Cc2ccco2)n1 | 28.2µM*
CN(C)c1cccc(C(=O)Nc2ccc(C#N)cc2)c1 | -11.4%
CCc1cc(=O)oc2c(C)c(OC(C)C(=O)NCc3ccncc3)ccc12 (stereo not drawn) | ?
O=C(CC1CCCN(c2cn[nH]c(=O)c2)C1)NCc1ccc(F)cc1F (stereo not drawn) | 10.6%
COc1ccccc1CNC(=O)c1ccc(CS(=O)c2ccc(Br)cc2)o1 (stereo not drawn) | -18.3%
Cc1c(C#N)c(NC(=O)CSc2nnnn2-c2ccccc2)n(CC2CCCO2)c1C (stereo not drawn) | 1.3%
CNC(=O)N1CCCC(Cn2cnc3cccnc32)C1 (stereo not drawn) | 1.8%
COc1ccc(C(=O)N2CCN(C(=O)c3nnn4c3COC(c3ccc(C)cc3)C4)CC2)cc1 (stereo not drawn) | 3.7%
CCOc1ccc(C(=O)c2cn(Cc3ccc(OC)cc3)c3cc(OC)c(OC)cc3c2=O)cc1 | -26.4%
COCCn1c(C)nnc1-c1cc(Nc2cccc(OC)c2)ccn1 | -13.5%[86.2 µM]
CC(NC(=O)CSc1nnc(-c2ccncc2)n1-c1ccc(F)cc1)c1ccc2c(c1)OCO2 (stereo not drawn) | -11.8%
Cn1c(=O)c2c(nc(NCC(O)CO)n2Cc2c(F)cccc2Cl)n(C)c1=O (stereo not drawn) | -5.7%
COc1cc(SC)ccc1C(=O)N1CCn2c3c(c4cc(C)ccc42)CCCC31 (stereo not drawn) | 9.5%
CC(=O)c1cccc(Nc2nc(-c3cccc(C)c3)nc3ccccc23)c1 | ?
COc1cc(OC)cc(-c2nc(-c3ccc4c(c3)[nH]c(=O)n4C)no2)c1 | -4.6%
Cc1ccccc1CNC(=O)c1cnc2ccccc2n1 | -9.0%
COc1ccc(CNC(=O)CSc2nc(-c3ccc4c(c3)OCO4)ccc2C#N)cc1OC | -10.5%
Cc1nc(-c2c3n(c(=O)n(Cc4ccc(Cl)cc4)c2=O)CCCCC3)no1 | -12.8%
CCOc1ccc(C2C(C#N)=C(SCC(=O)Nc3cccc(C)c3)NC3=C2C(=O)CCC3)cc1 (stereo not drawn) | ?
O=C(CSc1nnc2[nH]c(=O)c(Cc3ccccc3)nn12)Nc1cccc(Cl)c1 | -15.7%
c1ccc(CNC2CCCc3c2cnn3Cc2ccccc2)cc1 (stereo not drawn) | 12.7%
O=C(Nc1ccc(F)c(F)c1F)C1CCN(c2nc3ccccc3o2)CC1 | -11.9%
CC(C(=O)c1ccccc1)C1(O)C(=O)Nc2ccc(Cl)cc21 (stereo not drawn) | 20.6%
O=C1N(C2CCN(C3CCC3)CC2)C(c2ccncc2)C12CCCCC2 (stereo not drawn) | 4.3%
Cc1ccc(-c2noc(-c3cc(C(C)(C)C)nn3Cc3ccccc3)n2)cc1 | 7.3%

Reprinted at random: 2 entries already listed.
SMILES | KDM5B inhibitor
Cc1ccc(-c2noc(-c3cc(C(C)(C)C)nn3Cc3ccccc3)n2)cc1 | 7.3%
CC(C(=O)c1ccccc1)C1(O)C(=O)Nc2ccc(Cl)cc21 (stereo not drawn) | 20.6%

Remaining list, next part
SMILES | KDM5B inhibitor
CCCCOC(=O)c1ccc(NC(=O)c2ccc3c(c2)CCCN3S(C)(=O)=O)cc1 | ?
O=C(COc1ccc([N+](=O)[O-])cc1)N1CCC(c2nc3ccccc3s2)CC1 | -5.0%
CCCN1CCN(CCNC(=O)Nc2cc(C)ccc2OC)CC1 | -4.8%
CCCNC(=O)c1c2c(nc3ccccc13)C(=O)N(C1CCCCC1)C2 | ?
COc1ccc(C)cc1NC(=O)C1CC(=O)N(c2n[nH]c3ccccc23)C1 (stereo not drawn) | -18.4%
CCc1ccc(/C=C\C(=O)N2CCCC2)cc1 | 4.2%
CCOC(=O)Cn1cc(CN2CCS(=O)(=O)N(Cc3ccc(C)cc3)C(C(=O)OC)C2)nn1 (stereo not drawn) | 1.7%
O=C(CCc1ncc(-c2ccccc2Cl)o1)N1CCN(S(=O)(=O)c2cc(F)ccc2F)CC1 | -1.8%
COCc1ccc(C(=O)Nc2ccc(NC(C)=O)cc2C(F)(F)F)cc1 | -13.0%
Cc1ccc(-c2nc(C3CC(=O)N(C4CCCCC4)C3)no2)cc1C (stereo not drawn) | 9.6%
Cc1cc(/C=C/C(=O)c2cccs2)cc(C)c1O | ?
O=C(c1ccco1)N1N=C(c2c(-c3ccccc3)c3ccccc3[nH]c2=O)CC1c1ccccc1 (stereo not drawn) | -4.2%
Cc1cccc(-c2cc(-c3ccccc3)nc(SCC(=O)Nc3ccccc3)c2C#N)c1 | -6.3%
COc1ccc(S(=O)(=O)NCc2nc3nc(C)cc(C)n3n2)cc1 | -7.6%
Cc1cccc(NC(=O)CSc2nc3ccc(NC(=O)c4cccs4)cc3s2)c1 | ?
Cc1ccc(C)c(C(=O)N[C@@H]2CN(c3ccncn3)C[C@H]2CO)c1 | 17.4%
COC[C@@H]1[C@H](C(=O)N2CCN(c3ccccc3OC)CC2)CCC(=O)N1C | -14.7%
COc1ccc(Cl)cc1NC(=O)C(=O)NCc1ccc(Cl)cc1 | -10.3%[11.5 µM]
CN(C(=O)Cn1nc(C(=O)O)c2ccccc2c1=O)c1ccccc1 | 0.8%
CCCCC(=O)Nc1oc2c(C)cccc2c(=O)c1-c1ccc(OC)cc1 | 14.1%

In the list so far, these contain a CF3 group:
SMILES | KDM5B inhibitor
CC1=C(C(=O)OCc2ccc(C)cc2)C(c2ccccc2C(F)(F)F)CC(=O)N1 (stereo not drawn) | ?
COCc1ccc(C(=O)Nc2ccc(NC(C)=O)cc2C(F)(F)F)cc1 | -13.0%

More records follow.
SMILES | KDM5B inhibitor
CC(C)(C)c1[nH]c2ccccc2c1C=O | 26.0%
CCN(CC)S(=O)(=O)c1ccc2c(c1)N(CC(=O)NCCCN1CCN(c3ccccc3F)CC1)C(=O)CO2 | -18.6%
COc1ccc(-c2cc(C(F)(F)F)n3nc(-c4ccccc4)cc3n2)cc1OC | ?
COC(=O)c1ccc(NC(=O)CSc2n[nH]c(CC(C)C)n2)cc1 | 8.2%
O=C1/C(=C/c2cccs2)SC(=S)N1N1CCOCC1 | 15.0%
O=C(C1CCCCC1)N1CCCC2(CC(c3ccccn3)=NO2)C1 (stereo not drawn) | -7.5%[149 µM]
CCCOc1ccc(OC(=O)c2cn(-c3ccc(OC)cc3)c(=O)c3ccccc23)cc1 | ?
C=CCN(C(=O)Cc1cccs1)c1nc(-c2ccc(S(C)(=O)=O)cc2)cs1 | -31.7%
CCOC(=O)c1sc2nc(N3CCOCC3)c3c(c2c1N)CCN(C)C3 | 173.1%[activator]
CC(C)C(NC(=O)c1cccc(CS(C)(=O)=O)c1)c1ccc(F)cc1 (stereo not drawn) | 29.0%
CCN(CC)c1cc(C)nc(Nc2ccc(NS(=O)(=O)c3ccc(OC)c(OC)c3)cc2)n1 | -20.1%
COc1cc(-c2nnc(-c3cc(-c4ccccc4)nc4ccccc34)o2)cc(OC)c1OC | ?
COc1ccc(CCNC(=O)Cc2c(C)c3ccc(O)c(C)c3oc2=O)cc1OC | ?
COc1cc(/C=C(/C#N)c2nc3ccccc3o2)ccc1O | -2.0%
CCS(=O)(=O)NCc1ccnc(N2CCN(c3ccc(F)cc3)CC2)c1 | -19.5%
CC(C)c1ccc(CN(C(=O)/C=C/c2ccco2)C2CCS(=O)(=O)C2)cc1 (stereo not drawn) | -30.7%
CCOCc1nc(C2CCCN(C(=O)c3cnccn3)C2)no1 (stereo not drawn) | -3.3%
O=C(C1CC1)N1CCCN(C(=O)C2(c3ccccc3)CC2)c2ccccc21 | -16.6%
CCOC(=O)C[C@@H]1C[C@@H](C(C)C)[C@H](CNC(=O)c2ccc(F)cc2)C=C1C | 7.5%[86.2 µM]
Cc1cnc(CC2CCCNC2)n1C(C)C (stereo not drawn) | -6.1%
O=C(N[C@@H]1CCOC[C@H]1OCCO)C1(S(=O)(=O)c2ccccc2)CC1 | 17.3%
COc1ccc(OCCSc2nc(C)c(Cc3ccccc3)c(=O)[nH]2)cc1 | 1.1%
Nc1nonc1OCCN1CCN(c2ccc([N+](=O)[O-])c3cccnc23)CC1 | 0.4%
CCN(CC)c1ccc([C@H]2[C@@H]3CCCC[C@]3(O)CCN2CC(=O)NCc2ccco2)cc1 | 0.9%
Cc1ccc(CN2c3ccccc3-c3nc(SCC(=O)Nc4c(C)cc(C)cc4C)ncc3S2(=O)=O)cc1 | -13.9%
O=C(c1ccc(Cl)cc1)N1CCOCC2(CN(Cc3cc(F)cc(F)c3)C2)C1 | -1.8%[86.2 µM]
c1ccc(-c2ccc(CN3CCCC3)cc2)c(CN2CCOCC2)c1 | -28.1%
CNC(=O)[C@@H]1CN(C(=O)c2cc3ccccc3[nH]2)C[C@H]1c1nc(C)no1 | -30.7%
CCc1c(C)c(C#N)c2nc3ccccc3n2c1Nc1cccc(C(F)(F)F)c1 | ?
CCOc1ccc(CN2CCCC(CO)(CCc3ccccc3)C2)cc1CO (stereo not drawn) | 29.0%
CCc1ccc(OCC(=O)N(Cc2ccc(OC)cc2)C2CCS(=O)(=O)C2)cc1 (stereo not drawn) | -6.3%
O=c1[nH]c(C2CCCN(Cc3ccc(-c4ccsc4)cc3)C2)nc2ccc(F)cc12 (stereo not drawn) | 79.4µM*!

KDM5B inhibitor: hit marks shown above
SMILES | KDM5B inhibitor
COCCNc1ncccc1-c1noc([C@@H]2CCCN2Cc2ccco2)n1 | 28.2µM*
O=c1[nH]c(C2CCCN(Cc3ccc(-c4ccsc4)cc3)C2)nc2ccc(F)cc12 (stereo not drawn) | 79.4µM*!
